# TcdB GH inh: TcdB glycohydrolase inhibition; inhibition, % at 9.99 µM; TcdB glycohydrolase enzymatic assay, plate reader; hit rate 0.24% among 350,000; in the data active = inhibition above about 10%
# Target sequence (P18177 whole entry, looked up): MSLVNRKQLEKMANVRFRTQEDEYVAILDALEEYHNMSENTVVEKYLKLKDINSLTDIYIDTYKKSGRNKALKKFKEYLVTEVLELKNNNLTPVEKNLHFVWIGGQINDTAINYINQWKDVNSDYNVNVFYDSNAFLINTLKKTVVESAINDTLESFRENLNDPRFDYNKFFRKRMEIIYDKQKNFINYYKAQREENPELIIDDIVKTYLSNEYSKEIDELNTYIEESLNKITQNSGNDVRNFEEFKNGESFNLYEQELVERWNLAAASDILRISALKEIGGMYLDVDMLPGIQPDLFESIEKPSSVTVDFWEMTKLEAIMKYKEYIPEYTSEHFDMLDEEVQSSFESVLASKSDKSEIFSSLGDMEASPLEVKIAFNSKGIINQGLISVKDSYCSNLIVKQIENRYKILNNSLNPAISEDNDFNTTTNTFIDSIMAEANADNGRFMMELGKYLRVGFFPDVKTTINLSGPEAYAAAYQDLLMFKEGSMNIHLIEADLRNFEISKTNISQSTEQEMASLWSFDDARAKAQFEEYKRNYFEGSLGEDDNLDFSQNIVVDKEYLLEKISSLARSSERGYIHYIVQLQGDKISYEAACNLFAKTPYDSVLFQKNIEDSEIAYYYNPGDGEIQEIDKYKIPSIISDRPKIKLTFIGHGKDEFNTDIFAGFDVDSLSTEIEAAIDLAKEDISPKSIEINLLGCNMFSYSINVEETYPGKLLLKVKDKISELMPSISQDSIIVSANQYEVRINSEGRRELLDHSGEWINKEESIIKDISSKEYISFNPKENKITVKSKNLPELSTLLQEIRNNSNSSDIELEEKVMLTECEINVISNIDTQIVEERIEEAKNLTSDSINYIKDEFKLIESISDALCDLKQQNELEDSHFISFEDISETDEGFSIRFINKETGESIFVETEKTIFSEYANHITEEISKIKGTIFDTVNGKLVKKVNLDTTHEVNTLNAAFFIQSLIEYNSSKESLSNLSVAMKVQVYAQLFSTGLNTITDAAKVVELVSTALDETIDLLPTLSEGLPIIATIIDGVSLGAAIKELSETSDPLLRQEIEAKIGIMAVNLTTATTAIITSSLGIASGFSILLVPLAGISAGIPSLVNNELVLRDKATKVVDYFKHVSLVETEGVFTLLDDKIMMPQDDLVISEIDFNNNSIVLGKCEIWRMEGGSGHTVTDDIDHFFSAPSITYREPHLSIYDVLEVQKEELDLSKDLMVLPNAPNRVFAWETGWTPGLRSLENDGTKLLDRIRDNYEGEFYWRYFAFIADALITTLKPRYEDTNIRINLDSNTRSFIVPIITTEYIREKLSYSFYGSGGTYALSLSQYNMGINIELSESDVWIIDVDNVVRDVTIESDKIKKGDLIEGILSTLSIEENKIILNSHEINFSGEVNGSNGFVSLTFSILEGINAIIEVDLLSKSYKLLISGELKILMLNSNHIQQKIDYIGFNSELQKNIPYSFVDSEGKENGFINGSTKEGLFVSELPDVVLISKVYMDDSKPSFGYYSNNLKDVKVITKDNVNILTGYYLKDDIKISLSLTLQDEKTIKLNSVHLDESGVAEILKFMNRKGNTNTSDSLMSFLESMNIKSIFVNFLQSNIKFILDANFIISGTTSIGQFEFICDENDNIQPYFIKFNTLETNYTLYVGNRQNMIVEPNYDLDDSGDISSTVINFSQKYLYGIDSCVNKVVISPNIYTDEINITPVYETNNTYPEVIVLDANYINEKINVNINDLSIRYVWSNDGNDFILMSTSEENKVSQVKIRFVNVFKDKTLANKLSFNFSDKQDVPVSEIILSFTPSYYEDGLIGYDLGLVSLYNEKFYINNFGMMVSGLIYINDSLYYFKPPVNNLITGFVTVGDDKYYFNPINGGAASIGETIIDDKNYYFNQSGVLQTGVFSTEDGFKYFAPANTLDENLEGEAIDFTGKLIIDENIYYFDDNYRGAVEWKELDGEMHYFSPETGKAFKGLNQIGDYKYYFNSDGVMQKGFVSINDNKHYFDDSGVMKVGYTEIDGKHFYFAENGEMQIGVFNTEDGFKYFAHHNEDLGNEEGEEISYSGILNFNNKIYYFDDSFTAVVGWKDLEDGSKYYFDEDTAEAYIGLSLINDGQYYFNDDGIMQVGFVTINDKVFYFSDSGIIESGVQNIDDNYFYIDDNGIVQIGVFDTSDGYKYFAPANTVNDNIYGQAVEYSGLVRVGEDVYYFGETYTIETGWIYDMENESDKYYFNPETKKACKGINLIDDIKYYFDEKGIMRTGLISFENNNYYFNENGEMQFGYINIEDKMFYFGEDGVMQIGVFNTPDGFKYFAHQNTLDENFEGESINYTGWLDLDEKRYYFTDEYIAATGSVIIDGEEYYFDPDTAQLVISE
# An asterisk follows results filed as active. A portion of the library (hit frequency here may not be typical).
SMILES,TcdB GH inh
COc1cccc(-c2cnc3c(c2)C(=O)N([C@@H](C)CO)C[C@H](C)[C@H](CN(C)Cc2ccncc2)O3)c1,3.0
COCC#Cc1ccc2c(c1)O[C@@H](CN(C)CC1CCCC1)[C@H](C)CN([C@@H](C)CO)S2(=O)=O,-0.7
CC(C)CC#Cc1ccc2c(c1)O[C@@H](CN(C)C(=O)Nc1ccccc1F)[C@H](C)CN([C@@H](C)CO)S2(=O)=O,0.7
CN1C(=O)c2cc(NC(=O)c3cc(F)cc(F)c3)ccc2OC[C@H]2O[C@@H](CC(=O)O)CC[C@H]21,-1.1
COCC(=O)N(C[C@H]1N[C@H](CO)[C@H]1c1ccc(-c2cccnc2)cc1)C(C)C,-2.1
CC(C)NC(=O)N[C@H]1CC[C@@H](CC(=O)NCCCN(C)C)O[C@@H]1CO,-0.7
C[C@@H]1CN([C@H](C)CO)C(=O)c2cc(N(C)C)ccc2O[C@H]1CN(C)Cc1ccncc1,-3.5
CN(C)C(=O)C[C@@H]1CC[C@@H]2[C@@H](COc3ccc(NC(=O)NCc4ccccc4)cc3C(=O)N2C)O1,0.2
CC(C)NC(=O)N(C)C[C@H]1Oc2cc(C#C[C@@H](C)O)ccc2S(=O)(=O)N([C@@H](C)CO)C[C@@H]1C,0.4
CCCNC(=O)N1CC2(C1)[C@H](c1ccccc1)[C@@H](CO)N2Cc1cccc(F)c1,0.4
CN1c2ccc(-c3ccccc3)cc2[C@H]2[C@H](CCN2C(=O)CN2CCOCC2)[C@H]1CO,13.8*
COc1ccccc1CNC(=O)C[C@H]1C[C@@H]2c3cc(NS(C)(=O)=O)ccc3O[C@@H]2[C@H](CO)O1,-0.7
CCCN1[C@H](C(=O)N2CCN(C)CC2)[C@@H](CO)[C@@H]2Cn3c(ccc(-c4ccccc4F)c3=O)[C@@H]21,-1.4
C[C@H]1CCCCO[C@@H](CN(C)C(=O)c2ccccc2)[C@@H](C)CN([C@@H](C)CO)C(=O)c2cc(NS(C)(=O)=O)ccc2O1,1.0
O=C(C[C@@H]1C[C@@H]2c3cc(NC(=O)NC4CCCC4)ccc3O[C@@H]2[C@H](CO)O1)NCc1ccccn1,-11.0
C[C@@H]1CN([C@H](C)CO)C(=O)c2ccccc2-c2ccccc2CO[C@@H]1CN(C)S(=O)(=O)c1ccc(C(F)(F)F)cc1,0.3
C[C@@H]1CN([C@@H](C)CO)C(=O)Cc2cc(NC(=O)C3CCCCC3)ccc2O[C@@H]1CN(C)C(=O)NC1CCCCC1,-0.2
CCCNC(=O)N1C[C@@H](C)[C@@H](OC)CN(C)C(=O)c2cc(NC(=O)CCC)ccc2OC[C@H]1C,-0.8
C[C@@H]1CN([C@@H](C)CO)S(=O)(=O)c2ccc(C#Cc3ccccc3)cc2O[C@@H]1CN(C)C,0.0
N#C[C@H]1[C@@H](c2ccccc2)[C@H](CO)N1C(=O)C1CCCC1,-1.1
C[C@H](CO)N1C[C@H](C)[C@@H](CN(C)CC2CCCCC2)Oc2ccc(NS(=O)(=O)c3ccc(Cl)cc3)cc2C1=O,1.4
C[C@H](CO)N1C[C@H](C)[C@@H](CN(C)S(=O)(=O)c2cccs2)Oc2ccc(NC(=O)C3CC3)cc2CC1=O,-1.6
C[C@H]1CN([C@@H](C)CO)C(=O)c2cc(NC(=O)Nc3ccc4c(c3)OCO4)ccc2O[C@@H]1CN(C)C(=O)Nc1ccc2c(c1)OCO2,-0.9
C[C@H](CO)N1C[C@H](C)[C@H](CN(C)C(=O)Cc2ccccn2)Oc2ncc(-c3ccc(F)cc3)cc2C1=O,0.9
O=C(C[C@@H]1C=C[C@@H](NC(=O)CN2CCOCC2)[C@H](CO)O1)NCCc1ccccc1,0.0
COCC(=O)NC[C@H]1N[C@H](CO)[C@@H]1c1ccc(-c2ccccc2F)cc1,-0.2
Cc1cccc(-c2ccc([C@@H]3[C@@H](CO)N4CCCCN(S(=O)(=O)c5cccs5)C[C@@H]34)cc2)c1,-1.2
CC(C)NC(=O)N(C)C[C@@H]1Oc2c(cccc2N(C)C)C(=O)N([C@@H](C)CO)C[C@H]1C,0.1
CNC[C@H]1Oc2ccc(NC(=O)NC(C)C)cc2C(=O)N([C@H](C)CO)C[C@@H]1C,-1.4
COc1ccc(NC(=O)N2CCC3(CC2)CN(C(C)=O)[C@@H](CO)c2[nH]c4cc(OC)ccc4c23)cc1,0.9
C[C@H]1CCCCO[C@@H](CN(C)C(=O)Nc2ccc(C(F)(F)F)cc2)[C@@H](C)CN([C@@H](C)CO)C(=O)c2cc(NS(=O)(=O)c3ccc(Cl)cc3)ccc2O1,0.5
COc1ccc(CN(C)C[C@H]2OCCCC[C@@H](C)Oc3ccc(NS(=O)(=O)c4ccc(Cl)cc4)cc3C(=O)N([C@H](C)CO)C[C@H]2C)cc1,1.0
C[C@H]1CN([C@@H](C)CO)C(=O)c2cc(NS(C)(=O)=O)ccc2O[C@@H]1CN(C)S(=O)(=O)c1cccs1,-0.7
O=C(Nc1ccccc1)N[C@@H]1CC[C@@H](CCn2cc(-c3ccccc3F)nn2)O[C@H]1CO,-0.6
Cc1ccc(S(=O)(=O)Nc2ccc3c(c2)C(=O)N([C@@H](C)CO)C[C@H](C)[C@H](CN(C)C(=O)NC(C)C)OCCCC[C@H](C)O3)cc1,-3.4
CO[C@H]1CN(C)C(=O)c2ccc(NC(=O)c3ccccc3)cc2OC[C@@H](C)N(C(=O)CN(C)C)C[C@H]1C,-0.7
COC(=O)C[C@H]1CC[C@H]2[C@@H](COc3ccc(NC(=O)Nc4cccc(C)c4)cc3C(=O)N2C)O1,0.8
Cc1noc(C)c1NC(=O)N[C@H]1CC[C@H](CCNC(=O)C2CC2)O[C@H]1CO,0.8
C[C@@H](O)C#Cc1ccc2c(c1)O[C@@H](CN(C)C(=O)C1CC1)[C@@H](C)CN([C@@H](C)CO)S2(=O)=O,-4.2
O=C(Nc1ccc(F)cc1)N1CC(=O)N2[C@H](C1)[C@@H](c1ccc(C#Cc3ccc(F)cc3)cc1)[C@@H]2CO,-1.4

# Gathered by group, the entries above with a CF3 group.
SMILES,TcdB GH inh
C[C@@H]1CN([C@H](C)CO)C(=O)c2ccccc2-c2ccccc2CO[C@@H]1CN(C)S(=O)(=O)c1ccc(C(F)(F)F)cc1,0.3
C[C@H]1CCCCO[C@@H](CN(C)C(=O)Nc2ccc(C(F)(F)F)cc2)[C@@H](C)CN([C@@H](C)CO)C(=O)c2cc(NS(=O)(=O)c3ccc(Cl)cc3)ccc2O1,0.5

# Continued.
SMILES,TcdB GH inh
C[C@@H]1CCCCO[C@H](CN(C)C(=O)Nc2ccc(F)cc2)[C@H](C)CN([C@@H](C)CO)C(=O)c2cc(NC(=O)CCC(F)(F)F)ccc2O1,0.2
C[C@H](CO)N1C[C@H](C)[C@@H](CN(C)S(=O)(=O)c2ccccc2)Oc2ccc(NS(=O)(=O)c3cn(C)cn3)cc2CC1=O,0.3
CO[C@@H]1CC[C@@H]2CCN(C)C(=O)CCCN(C)C(=O)c3cccc(C#N)c3OC[C@H]1O2,0.8
CCC(=O)N1CC(=O)N2[C@H](CO)[C@H](c3ccc(-c4cccnc4)cc3)[C@H]2C1,1.9
O=C(C[C@H]1C[C@H]2c3cc(NC(=O)NC4CCCC4)ccc3O[C@H]2[C@@H](CO)O1)NCCc1ccccc1,1.0
C[C@H]1CCCCO[C@H](CN(C)C(=O)NC2CCCCC2)[C@@H](C)CN([C@@H](C)CO)C(=O)c2cc(NC(=O)Cc3ccccc3)ccc2O1,0.6
C[C@@H]1CN([C@H](C)CO)C(=O)c2cccc(NC(=O)Nc3ccc(F)cc3)c2O[C@@H]1CN(C)C(=O)Nc1ccc2c(c1)OCO2,3.6
C[C@H](NC(=O)C[C@@H]1C[C@H]2c3cc(NC(=O)C4CCC4)ccc3O[C@H]2[C@@H](CO)O1)c1ccccc1,0.2
Cc1noc(C)c1NC(=O)Nc1ccc2c(c1)C(=O)N([C@@H](C)CO)C[C@@H](C)[C@H](CN(C)C(=O)CCCN(C)C)OCCCC[C@@H](C)O2,-11.5
C[C@@H](O)C#Cc1ccc([C@@H]2[C@@H](CO)N3CCCCN(S(=O)(=O)Cc4ccccc4)C[C@@H]23)cc1,0.0
O=C(Cc1ccccc1)N1CC[C@@H]2[C@@H](CO)Nc3ccc(-c4cccc(F)c4)cc3[C@@H]21,-0.9
O=C(CCN1CCCCC1)N[C@H]1CC[C@H](CCNC(=O)c2cc(Cl)cc(Cl)c2)O[C@H]1CO,-0.9
CC(C)CC#Cc1cnc2c(c1)C(=O)N([C@@H](C)CO)C[C@H](C)[C@@H](CN(C)C(=O)CC1CC1)O2,-0.3
Cc1cc(C(=O)Nc2cccc3c2O[C@@H](CN(C)S(=O)(=O)c2cn(C)cn2)[C@@H](C)CN([C@H](C)CO)C3=O)n(C)n1,-0.2
N#Cc1ccc(-c2ccc3c(c2)[C@H]2[C@H](CCN2C(=O)CN2CCOCC2)[C@@H](CO)N3)cc1,0.5
Cc1ccc(-c2cnc3c(c2)C(=O)N([C@@H](C)CO)C[C@H](C)[C@H](CN(C)Cc2ccccc2F)O3)cc1,0.1
O=C(N[C@@H]1CC[C@H](CC(=O)N2CCN(c3ccccc3)CC2)O[C@@H]1CO)c1ccncc1,-0.8
Cc1ccccc1-c1ccc([C@@H]2[C@@H](CO)N3CCCCN(S(=O)(=O)c4cn(C)cn4)C[C@H]23)cc1,-0.3
C[C@@H]1CN([C@H](C)CO)S(=O)(=O)c2ccc(C3=CCCC3)cc2O[C@H]1CN(C)C(=O)c1ccccn1,0.7
CCCC(=O)Nc1ccc2c(c1)OC[C@@H](C)N(CC1CCCC1)C[C@@H](C)[C@H](OC)CN(C)C2=O,0.2

# A different layout for four compounds above.
> C[C@H]1CCCCO[C@H](CN(C)C(=O)NC2CCCCC2)[C@@H](C)CN([C@@H](C)CO)C(=O)c2cc(NC(=O)Cc3ccccc3)ccc2O1
  TcdB GH inh = 0.6
> O=C(C[C@H]1C[C@H]2c3cc(NC(=O)NC4CCCC4)ccc3O[C@H]2[C@@H](CO)O1)NCCc1ccccc1
  TcdB GH inh = 1.0
> CCC(=O)N1CC(=O)N2[C@H](CO)[C@H](c3ccc(-c4cccnc4)cc3)[C@H]2C1
  TcdB GH inh = 1.9
> Cc1cc(C(=O)Nc2cccc3c2O[C@@H](CN(C)S(=O)(=O)c2cn(C)cn2)[C@@H](C)CN([C@H](C)CO)C3=O)n(C)n1
  TcdB GH inh = -0.2

# The list goes on.
SMILES,TcdB GH inh
CO[C@H]1CC[C@@H]2CCOc3c(C#N)cccc3C(=O)N(C)CC3(CCCCC3)CC(=O)N(C)C[C@@H]1O2,0.0
COCC#Cc1cnc2c(c1)C(=O)N([C@H](C)CO)C[C@H](C)[C@H](CN(C)C(=O)Nc1ccc(OC)cc1)O2,-0.8
Cc1noc(C)c1S(=O)(=O)Nc1ccc2c(c1)C(=O)N([C@@H](C)CO)C[C@@H](C)[C@H](CN(C)Cc1ccc(C(F)(F)F)cc1)OCCCC[C@@H](C)O2,-0.1
O=C(C[C@@H]1CC[C@@H]2[C@H](COC[C@H](O)CN2C(=O)Nc2ccccc2)O1)NCc1ccccc1F,0.4
CCCN1C[C@@H](C)[C@@H](OC)CN(C)C(=O)c2ccc(NC(=O)CC(F)(F)F)cc2OC[C@H]1C,0.7
COc1ccc(S(=O)(=O)N(C)C[C@H]2OCCCC[C@H](C)Oc3ccc(NC(=O)CCCN(C)C)cc3C(=O)N([C@H](C)CO)C[C@H]2C)cc1,-0.4
COc1cccc(NC(=O)N2[C@@H](CO)[C@@H](c3ccccc3)[C@@H]2CNC(C)C)c1,0.0
C[C@H](CO)N1C[C@H](C)[C@@H](CN(C)Cc2ccc(C(F)(F)F)cc2)OCCCC[C@H](C)Oc2ccc(NC(=O)Nc3ccc4c(c3)OCO4)cc2C1=O,-0.2
C[C@@H]1CN([C@H](C)CO)C(=O)c2cccc(NC(=O)Nc3ccccc3)c2O[C@@H]1CN(C)Cc1ccc(Oc2ccccc2)cc1,-0.4
CC(C)NC(=O)NCC[C@@H]1CC[C@@H](NS(=O)(=O)c2ccc(Oc3ccccc3)cc2)[C@@H](CO)O1,0.8
O=C(NCC1CC1)[C@H]1[C@H](CO)[C@H]2Cn3c(ccc(-c4cccc(F)c4)c3=O)[C@H]2N1CC1CC1,-0.3
C[C@@H]1CCCCO[C@H](CN(C)Cc2ccc(C(=O)O)cc2)[C@@H](C)CN([C@H](C)CO)C(=O)c2cc(NC(=O)Nc3ccc(C(F)(F)F)cc3)ccc2O1,0.9
COCC(=O)N1[C@@H](C#N)[C@@H](c2ccc(C#Cc3ccccc3F)cc2)[C@@H]1CO,0.6
Cc1cccc(S(=O)(=O)N[C@H]2CC[C@@H](CCn3cc(-c4ccccn4)nn3)O[C@H]2CO)c1,1.7
C[C@@H]1CN([C@H](C)CO)C(=O)c2cc(NC(=O)Cc3ccccc3)ccc2O[C@@H]1CN(C)CC1CCCCC1,0.5
COc1ccc(S(=O)(=O)Nc2cccc3c2O[C@@H](CN(C)C(=O)Nc2ccc4c(c2)OCO4)[C@H](C)CN([C@@H](C)CO)C3=O)cc1,0.2
CN1CCN(C(=O)C[C@H]2C[C@@H]3c4cc(NC(=O)Cc5ccncc5)ccc4O[C@@H]3[C@@H](CO)O2)CC1,0.1
C[C@@H]1CN([C@@H](C)CO)C(=O)c2cc(NC(=O)Nc3cccc4ccccc34)ccc2O[C@@H](C)CCCCO[C@H]1CN(C)C(=O)CCCN(C)C,3.2
N#C[C@H]1N[C@H](CO)[C@@H]1c1ccc(C2=CCCC2)cc1,-1.0
COC(=O)C[C@@H]1CC[C@@H]2[C@H](COc3ccc(NC(=O)C4CCOCC4)cc3C(=O)N2C)O1,-0.4
COCC(=O)N1[C@@H](CO)[C@@H](c2ccc(-c3ccccc3OC)cc2)C12CN(C(C)=O)C2,-0.4
C[C@H](CO)N1C[C@H](C)[C@H](CN(C)C(=O)CN(C)C)Oc2ncc(-c3ccc(C(=O)N(C)C)cc3)cc2C1=O,1.8

# Bioassay records as filed in PubChem.
